# Compound activity as filed in PubChem BioAssay.
# hERG WT inh: blocks the wildtype human KCNH2 potassium channel; Q12809; U2OS, BacMam KCNH2, thallium flux FluxOr; hits give low values; activity change, % at 1.84 µM; hit rate 0.37% among 340,000;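 active = maximum activity change below -70%; inconclusive = maximum activity change between -70% and -50%; inactive = maximum activity change above -50%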
# Target sequence (Q12809 whole entry, looked up): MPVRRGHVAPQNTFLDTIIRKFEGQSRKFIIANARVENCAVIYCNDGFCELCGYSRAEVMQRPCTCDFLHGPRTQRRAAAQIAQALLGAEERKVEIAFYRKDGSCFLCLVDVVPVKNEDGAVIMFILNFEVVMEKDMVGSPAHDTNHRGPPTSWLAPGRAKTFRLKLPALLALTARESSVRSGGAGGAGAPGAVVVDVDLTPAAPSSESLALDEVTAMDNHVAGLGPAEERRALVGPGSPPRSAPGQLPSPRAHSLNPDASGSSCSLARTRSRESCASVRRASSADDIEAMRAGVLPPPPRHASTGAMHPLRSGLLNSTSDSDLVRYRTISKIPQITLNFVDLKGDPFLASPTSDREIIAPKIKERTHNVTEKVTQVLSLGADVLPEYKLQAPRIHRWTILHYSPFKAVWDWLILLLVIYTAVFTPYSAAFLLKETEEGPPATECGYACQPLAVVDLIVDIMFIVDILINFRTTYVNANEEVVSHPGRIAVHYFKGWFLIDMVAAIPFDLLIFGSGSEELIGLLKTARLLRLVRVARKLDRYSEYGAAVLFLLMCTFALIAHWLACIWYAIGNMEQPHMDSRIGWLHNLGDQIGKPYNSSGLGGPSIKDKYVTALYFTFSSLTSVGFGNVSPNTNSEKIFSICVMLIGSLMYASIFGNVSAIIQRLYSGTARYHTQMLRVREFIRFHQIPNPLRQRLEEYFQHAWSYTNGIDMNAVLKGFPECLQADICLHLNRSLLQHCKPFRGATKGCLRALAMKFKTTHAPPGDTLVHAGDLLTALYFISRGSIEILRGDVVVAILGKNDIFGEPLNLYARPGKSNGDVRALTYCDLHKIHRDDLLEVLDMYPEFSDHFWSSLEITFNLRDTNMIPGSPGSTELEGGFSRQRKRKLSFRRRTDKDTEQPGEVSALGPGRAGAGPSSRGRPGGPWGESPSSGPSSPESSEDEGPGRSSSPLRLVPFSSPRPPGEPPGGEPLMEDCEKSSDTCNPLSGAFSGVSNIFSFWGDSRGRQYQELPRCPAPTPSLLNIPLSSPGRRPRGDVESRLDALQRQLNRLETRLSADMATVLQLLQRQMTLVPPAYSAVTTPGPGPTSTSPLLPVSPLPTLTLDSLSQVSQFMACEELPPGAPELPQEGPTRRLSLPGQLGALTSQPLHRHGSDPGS
#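 U2OS cells were transduced with wild-type KCNH2 virus (2.03 x 10^8 / mL) for 4 h at room temperature, then cultured overnight at 37 C. Thallium flux was read with FluxOr dye. Rate constants were normalized to DMSO controls.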
# KCNH2 3.1 inh: blocks the human KCNH2 3.1 channel isoform. activity change, % (tested at about 1.8 µM). U2OS KCNH2 3.1, thallium flux FluxOr; hits give low values. hit rate 0.95% among 340,000;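 active = maximum activity change below -70%; inconclusive = maximum activity change from -70% to -50%; inactive = maximum activity change above -50%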;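 note: thallium influx rate constant from kinetic fluorescence after stimulation buffer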
#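 We transduce U2OS cells with the mutant 3.1 virus, culture them overnight, load FluxOr with Red40 quencher for 45 min, then add stimulation buffer and read kinetically for 2 min to derive a normalized rate constant.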
# The depositor's hits bear a star; ? = inconclusive. % is set by controls: 0 for no effect and ±100 for the full control effect. An excerpt, so the mix of outcomes need not match the whole.
molecule	hERG WT inh	KCNH2 3.1 inh
Nc1ccn([C@@H]2O[C@H](CNCC3=CCOc4ccc(O)cc43)[C@@H](O)[C@H]2O)c(=O)n1	-7	-29
C[C@H](CO)N1C[C@H](C)[C@@H](CN(C)S(=O)(=O)c2ccccc2F)Oc2ncc(Br)cc2C1=O	-11	15
C[C@@H]1CN([C@H](C)CO)C(=O)CCCn2cc(nn2)CO[C@H]1CN(C)S(=O)(=O)c1ccc2c(c1)OCCCO2	1	2
CNC(=O)C[C@H]1C(=O)N(c2ccc(Br)cc2)C[C@@H]1C	2	-13
CC(=O)N1CCc2cc(S(=O)(=O)C(C)CC(=O)NCc3ccco3)ccc21 (stereo not drawn)	2	7
CCn1c(SCC(=O)N2CCCCC2)nc2c([nH]c3ccccc32)c1=O	-3	-2
CSc1ncnc2c1ncn2CCCNCc1ccccn1	-3	3
Cc1cc(C)c2c(=O)n3c(nc2c1)C(Cc1ccccc1)NC(=O)c1cccnc1-3 (stereo not drawn)	-17	-2
O=C(CSc1nc2ccccc2c(=O)n1-c1ccc(F)cc1F)NC1CCS(=O)(=O)C1 (stereo not drawn)	-14	2
COc1cccc(/C=C2\SC(=S)N(CCCC(=O)N3CCOCC3)C2=O)c1	-15	-2
Cc1cc(-c2nnn(CCCOC(C)(C)C)c2C)ccc1-c1cn(CCCOC(C)(C)C)nn1	1	-5
C[C@H]1CNC(=O)c2c(C(=O)N[C@@H](Cc3c[nH]c4ccccc34)C(=O)OC(C)(C)C)ncn21	-8	-3
CCN1CCN(c2ccc(NC(=O)CC3OC(=O)c4ccccc43)cc2C)CC1 (stereo not drawn)	27	-5
CC1CN=C(NS(=O)(=O)c2ccccc2)N1 (stereo not drawn)	0	2
CC1CCN(S(=O)(=O)N2CCC(C(=O)NC(C)c3ccccc3)CC2)CC1 (stereo not drawn)	4	3
COc1cc(C=NNc2ccccc2[N+](=O)[O-])cc(OC)c1OC	-3	-10
CC(C)C1C(=O)N(Cc2cn(CC3CCCCC3)nn2)CCS(=O)(=O)N1Cc1ccc(-c2ccc(Cl)cc2)cc1 (stereo not drawn)	-21	-5
CCCC1NC(=O)c2cccnc2-n2c1nc1ccc(C)cc1c2=O (stereo not drawn)	-5	1
CN1/C(=C/C=C/c2n(C)c3cc([N+](=O)[O-])c([N+](=O)[O-])cc3[n+]2C)C(C)(C)c2ccccc21	17	1
COc1ccc(-n2cnnc2SCC(=O)NC2CC2)cc1	-3	-5
O=C(CCC(C(=O)c1ccccc1)c1ccccc1)c1ccccc1 (stereo not drawn)	14	-13
COc1ccc(NC(=O)c2cc(=O)[nH]c3ccccc23)cc1S(=O)(=O)N1CCOCC1	-8	-1
CCOc1ccccc1OCCCC(=O)Nc1cc(S(=O)(=O)N2CCCCC2)ccc1C	-4	5
CCN(CC(=O)Nc1ccc2c(c1)OCCO2)C(=O)/C=C/c1cc(Br)ccc1OC	6	6
CC1C(=O)N(Cc2cn(Cc3ccco3)nn2)CCS(=O)(=O)N1Cc1ccc(-c2ccc(Cl)cc2)cc1 (stereo not drawn)	13	-11
COCOCCn1cc(CN2CCS(=O)(=O)N(Cc3ccc(-c4cccc(N(C)C)c4)cc3)C(C(C)C)C2=O)nn1 (stereo not drawn)	-8	6
Cc1ccc(S(=O)(=O)N(CCCc2c(C)nc(N)[nH]c2=O)Cc2ccc([N+](=O)[O-])cc2)cc1	-14	-2
COc1cccc(-c2ccc3c(c2)O[C@@H](CN(C)Cc2cncnc2)[C@@H](C)CN([C@H](C)CO)S3(=O)=O)c1	-1	-7
Cc1cc2[nH]c(=O)c(=O)[nH]c2cc1S(=O)(=O)NCC(C)c1ccccc1 (stereo not drawn)	11	2
Cc1ccc(S(=O)(=O)N2CCCCC2)cc1NC(=O)CCNC(=O)c1ccccc1Cl	-1	-10
CCOc1ccc(OCC(=O)Nc2cc(Cl)ccc2-n2cncn2)cc1	16	-13
Cc1ccc(S(=O)(=O)N2C[C@H]3N(C(=O)OC(C)C)N(C(=O)OC(C)C)C[C@H](OC(=O)NCc4ccco4)[C@@]3(O)C2)cc1	2	0
O=C(c1cc(-c2ccncc2)nc2ccccc12)N1CCCC(C(F)(F)F)C1 (stereo not drawn)	-6	4
CCCCCC(=O)N1C[C@H](n2cc(-c3ccc(F)cc3)nn2)[C@@H](O)C[C@@H]1c1ccc(OC)cc1	-28	14
O=[N+]([O-])c1cccnc1C1OCCO1	-9	0
Cc1cc(Cl)c2oc(C(=O)N3CCOCC3)c(C)c2c1	-7	3
CSc1ccc(/C=C/C(=O)OCC(=O)NC2CCCC2)cc1	-13	11
Cc1nccn1CCC(=O)NC1CC(C)(C)Cc2c1cnn2-c1ccccc1 (stereo not drawn)	-11	1
O=C1OC(c2ccccc2)(N(Nc2ccccc2)c2ccccc2)c2ccccc21 (stereo not drawn)	-8	-5
O=C1[C@H]2[C@@H](c3ccccc3)N[C@]3(CCCN(Cc4ccc(F)cc4)C3=O)[C@H]2C(=O)N1Cc1ccccc1	0	14
Cc1ccccc1OCCC(=O)OCC(=O)Nc1ccc(C)c(S(=O)(=O)N2CCCCC2)c1	2	?
CCOc1ccc(NC(=O)CSc2nc3ccsc3c(=O)n2CCCCCC(=O)O)cc1	-3	-8
COc1cccc(OC)c1C(=O)N1CCN(Cc2c[nH]c3ccccc23)CC1	5	4
O=C(O)c1cc([N+](=O)[O-])ccc1-c1ccc([N+](=O)[O-])cc1C(=O)O	-2	-2
COc1ncnc2c1ncn2CCCNc1ccc(C)c(C)c1	-3	-2
O=[N+]([O-])c1ccc(C=NN2CCNC2=S)o1	-5	-2
Cc1ccc(C)c(NC(=O)COC(=O)c2cccc(S(=O)(=O)N3CCCC3)c2)c1	10	1
Cc1ccc(NC(=O)COC(=O)CN2CCSC2=O)cc1F	-3	-8
COc1cc(NC(=O)CCl)ccc(=O)c1	2	-19
O=C(Nc1ccc(N2CCCC2)c(Cl)c1)c1ccccc1F	-18	-2

# Next part:
molecule	hERG WT inh	KCNH2 3.1 inh
COCCn1cnc2c1c(=O)n(CC(=O)NC1CCCCC1)c(=O)n2Cc1ccccc1	-4	-23
C=CCOc1ccccc1CNn1c(C)n[nH]c1=S	-7	3
O=C(C1CCCCC1)N1C[C@H](n2cc(C3CC3)nn2)[C@@H](O)C[C@@H]1c1ccc(Cl)cc1	-5	-3
CC(=O)Nc1ccc(NC(=O)C(NC(=O)c2ccc(Cl)cc2)C(C)C)cc1 (stereo not drawn)	-1	13
O=C(Nc1cc(S(=O)(=O)N2CCOCC2)ccc1N1CCOCC1)c1cccc(Cl)c1	-6	16
COc1ccc(Cc2nc3ccc(C(=O)NCc4cccc(C)n4)cc3o2)cc1OC	-10	10
COCCNC(=O)/C(C#N)=C1\N=C(NC(=O)c2ccco2)c2ccccc21	-10	-6
N#Cc1ccccc1S(=O)(=O)N1CCN(C(=O)CN(Cc2ccco2)Cc2cccs2)CC1	-2	-7
O[C@H]1C[C@H](c2ccccc2)N(CC2CCCCC2)C[C@@H]1n1cc(-c2ccc(F)cc2)nn1	-8	1
CSc1ncnc2c1ncn2CCCNc1ccc(C)c(C)c1	1	1
CCCCN1C[C@H](c2ccc(OC)cc2)[C@@H](CC(=O)Nc2ccc(Br)cc2)C1=O	16	7
Nc1nnc2cc(F)ccc2n1	-7	18
CCCCCC(=O)N1C[C@H](n2cc(C3CC3)nn2)[C@@H](O)C[C@@H]1c1ccc(OC)cc1	-18	-9
C[C@@H]1CN([C@@H](C)CO)C(=O)c2cc(Br)cnc2O[C@H]1CN(C)C(=O)Cc1cccnc1	-15	-3
CC1=CC(=O)C(Sc2ccc(C)cc2)=CC1=O	-18	-2
COc1ccccc1N1CCN(S(=O)(=O)CCNC(=O)/C=C/c2ccc3c(c2)OCO3)CC1	-10	-2
COc1ccc(S(=O)(=O)N(C)C[C@@H]2OCc3cnnn3CCCC(=O)N([C@@H](C)CO)C[C@H]2C)cc1	-6	3
CN[C@H]1C[C@H]2c3cc(N4CCN(C)CC4)ccc3CCN2C(=O)[C@H]1[C@H](C)O	-2	4
C[C@@H]1CNC(=O)c2c(C(=O)Nc3cccc(Cl)c3)ncn21	4	0
COCCN(C(=O)CSc1nnc(-c2ccccc2F)o1)c1c(N)n(Cc2ccccc2)c(=O)[nH]c1=O	-5	0
COc1ccc(NC(=O)C[C@H]2C(=O)N(Cc3ccccc3)C[C@@H]2C)cc1	4	8
COCC(=O)Oc1cc(-c2ccc(C)cc2C)c(OC(=O)COC)c(-c2ccc(C)cc2C)c1	-1	-17
CCOc1cc(/C=N/NC(=O)c2nnn(-c3nonc3N)c2C)ccc1OCc1ccc(C)cc1	1	-18
COc1ccc(N=C2SCC(=O)N2C)cc1	0	2
COC(=O)c1c(NC(=O)C2COc3ccccc3O2)sc2c1CCN(C(=O)OC)C2 (stereo not drawn)	9	2

# Grouped by structure, those above with two or more sulfur atoms
molecule	hERG WT inh	KCNH2 3.1 inh
O=C(CSc1nc2ccccc2c(=O)n1-c1ccc(F)cc1F)NC1CCS(=O)(=O)C1 (stereo not drawn)	-14	2
COc1cccc(/C=C2\SC(=S)N(CCCC(=O)N3CCOCC3)C2=O)c1	-15	-2
CCOc1ccc(NC(=O)CSc2nc3ccsc3c(=O)n2CCCCCC(=O)O)cc1	-3	-8
N#Cc1ccccc1S(=O)(=O)N1CCN(C(=O)CN(Cc2ccco2)Cc2cccs2)CC1	-2	-7

# Some values from the list.
# Reading of O[C@H]1C[C@H](c2ccccc2)N(CC2CCCCC2)C[C@@H]1n1cc(-c2ccc(F)cc2)nn1 under hERG WT inh: -8
# Reading of COc1ccccc1N1CCN(S(=O)(=O)CCNC(=O)/C=C/c2ccc3c(c2)OCO3)CC1 under KCNH2 3.1 inh: -2
# Reading of CC(=O)Nc1ccc(NC(=O)C(NC(=O)c2ccc(Cl)cc2)C(C)C)cc1 (stereo not drawn) under KCNH2 3.1 inh: 13
# Reading of COc1ccc(N=C2SCC(=O)N2C)cc1 under KCNH2 3.1 inh: 2
# Reading of COc1ccc(NC(=O)C[C@H]2C(=O)N(Cc3ccccc3)C[C@@H]2C)cc1 under KCNH2 3.1 inh: 8

# Following part
molecule	hERG WT inh	KCNH2 3.1 inh
C[C@@H]1CN([C@@H](C)CO)S(=O)(=O)c2ccc(Br)cc2O[C@@H]1CN(C)C(=O)NC1CCCCC1	-1	-3
CCCC(=O)Nc1nnc(SCC(=O)Nc2ccc(OCC)cc2)s1	-9	-8
Cc1ccc(S(=O)(=O)N(C)C)cc1NC(=O)COC(=O)c1cccs1	4	-3
CCC(=O)N(C)C[C@@H]1Oc2cc(Br)ccc2S(=O)(=O)N([C@@H](C)CO)C[C@@H]1C	8	-1
Oc1ccc(C=NNC(=S)Nc2ccccc2)nc1	4	19
COc1ccc(S(=O)(=O)N2CCOCC2)cc1NC(=O)Cc1ccc(F)cc1	-1	15
O=C(NCCCN1CCOCC1)/C(=C/c1ccc(-c2cccc([N+](=O)[O-])c2)o1)NC(=O)c1ccccc1	4	0
Nn1c(SCC(=O)N2CCCC2)nnc1C1CCCCC1	8	0
C[C@@H]1CN([C@H](C)CO)C(=O)c2cc(Br)cnc2O[C@@H]1CN(C)C(=O)C1CCOCC1	-10	-1
O=C(Nc1cc(C(F)(F)F)ccc1N1CCCC1)C1CC(=O)N(Cc2ccccc2)C1 (stereo not drawn)	4	8
CCCCCCN1C[C@@H](O)[C@H](n2cc(C3CC3)nn2)C[C@@H]1c1ccc(C)cc1	-3	2
COc1cc(OC)cc(C(=O)Nc2cccc(NC(=O)c3cccs3)c2)c1	-10	-17
C[C@@H]1CCCCO[C@H](CN(C)C(=O)Nc2ccc(F)cc2)[C@@H](C)CN([C@H](C)CO)C(=O)c2cc(NC(=O)c3ccccc3)ccc2O1	6	5
Cc1ccc(Cl)cc1NC(=O)CCS(=O)(=O)c1ccc2c(c1)n(C)c(=O)c(=O)n2C	3	-5
COc1ccc(CSc2ccc(S(=O)(=O)N3CCCC3)cn2)cc1F	-25	-3
O=C(CSc1nnc(-c2c[nH]c3ccccc23)n1C1CC1)NC1CCS(=O)(=O)C1 (stereo not drawn)	-23	-12
CCN(CC(=O)Nc1cccc(F)c1)CC(=O)Nc1ccc2c(c1)OCCO2	1	15
N#CC(CC(=O)OCc1ccccc1)NC(=O)OCc1ccccc1 (stereo not drawn)	4	3
O=C(CCNC(=O)c1ccccc1Cl)Nc1ccc2c(c1)OCCO2	9	-9
COC(=O)c1ccc(-c2nc(CN3CCN(C(=O)c4ccco4)CC3)c(C)o2)cc1	3	18
C[C@H]1CN([C@@H](C)CO)S(=O)(=O)c2ccc(C#CC3(O)CCCC3)cc2O[C@@H]1CN(C)C(=O)Cc1cccnc1	-12	-9
O[C@@H]1C[C@H](c2ccc(Cl)cc2)N(CC2CCCCC2)C[C@H]1n1cc(C2CC2)nn1	-8	4
CC1CCCCC1NC(=O)CSc1nnc(C(F)(F)F)n1C (stereo not drawn)	0	0
CCCCCCn1c(=O)n2n(c1=O)[C@@H]1CN(S(=O)(=O)c3ccc(C)cc3)C[C@]1(O)[C@@H](OC(=O)NCc1ccc(OC)c(OC)c1)C2	9	21
CC1(C)CC(=O)C=C(c2n[nH]nc2-c2ccccc2)C1	-6	-1
C[C@@H]1Cn2cnc(C(=O)N[C@@H](C)C(=O)OC(C)(C)C)c2C(=O)N1	4	-1
CC1(C(=O)O)CCC2(C)CCC3(C)C(=CC(=O)C4C5(C)CCC(=O)C(C)(C)C5CCC43C)C2C1 (stereo not drawn)	6	-2
Cc1noc(C)c1CSCC(=O)OCC(=O)Nc1ccc(OC(F)(F)F)cc1	-6	4
